CHT allo act = human CHT allosteric activation | AID 488977 | B-score at 10 µM | CHT-expressing cells, membrane potential dye, choline EC20; stronger effect = higher value; LV-AA mutant CHT in HEK293 cells | actives 0.49% (n = 310,000);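 active means initial fluorescence not abnormally high and integrated response B-score, plate-corrected, over 3 SD above library mean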
Target sequence (Q9GZV3 whole entry, looked up): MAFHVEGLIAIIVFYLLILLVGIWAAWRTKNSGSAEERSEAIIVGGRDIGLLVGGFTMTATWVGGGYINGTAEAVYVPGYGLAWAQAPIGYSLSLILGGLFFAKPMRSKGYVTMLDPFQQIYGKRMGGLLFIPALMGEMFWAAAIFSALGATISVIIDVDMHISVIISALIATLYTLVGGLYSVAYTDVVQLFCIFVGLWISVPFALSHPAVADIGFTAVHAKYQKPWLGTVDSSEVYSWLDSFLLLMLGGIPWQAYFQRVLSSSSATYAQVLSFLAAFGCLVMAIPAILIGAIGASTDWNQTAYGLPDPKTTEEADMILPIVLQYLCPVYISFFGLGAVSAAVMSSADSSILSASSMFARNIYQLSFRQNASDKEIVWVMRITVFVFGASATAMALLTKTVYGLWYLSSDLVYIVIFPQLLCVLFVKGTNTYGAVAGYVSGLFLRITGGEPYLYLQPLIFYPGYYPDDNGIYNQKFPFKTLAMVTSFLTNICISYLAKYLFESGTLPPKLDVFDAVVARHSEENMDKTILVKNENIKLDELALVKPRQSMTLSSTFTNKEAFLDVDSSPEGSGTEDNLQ
CHT inh = human CHT choline transport inhibition. B-score at 10 µM. actives 0.86% (n = 310,000). CHT-expressing cells, membrane potential dye, choline response; stronger effect = lower value. Q9GZV3;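 active means B-score over 3 SD under the library average, and starting fluorescence ratio not unusually high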;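 further: choline stimulus applied at its EC90 after an EC20 pre-addition; B-score computed on integrated fluorescence ratio after choline addition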
Active calls of the source: *; i = inactive.

Start of the data: the first 6 compounds, ahead of the listing:
| molecule | CHT allo act | CHT inh |
| --- | --- | --- |
| COCCCn1c(C)nnc1-c1cnn(-c2ccccc2)c1N | i | i |
| O=C(CNS(=O)(=O)c1ccccc1)Nc1ccccc1Br | i | i |
| Cc1ccc(C)c(S(=O)(=O)N2CCCOC2CNC(=O)C(=O)NCc2ccncc2)c1 (stereo not given) | i | i |
| CCCc1nnc(NC(=O)CSc2nnc(-c3ccco3)n2C)s1 | i | i |
| O=C(CN1C(=O)NC2(CCCCCC2)C1=O)NCc1ccco1 | i | i |
| CC(=O)N[C@@H](Cc1c[nH]c2ccccc12)C(=O)OCC(=O)NCc1ccc2c(c1)OCO2 | i | i |

Main list, repeating the preview:
| molecule | CHT allo act | CHT inh |
| --- | --- | --- |
| COCCCn1c(C)nnc1-c1cnn(-c2ccccc2)c1N | i | i |
| O=C(CNS(=O)(=O)c1ccccc1)Nc1ccccc1Br | i | i |
| Cc1ccc(C)c(S(=O)(=O)N2CCCOC2CNC(=O)C(=O)NCc2ccncc2)c1 (stereo not given) | i | i |
| CCCc1nnc(NC(=O)CSc2nnc(-c3ccco3)n2C)s1 | i | i |
| O=C(CN1C(=O)NC2(CCCCCC2)C1=O)NCc1ccco1 | i | i |
| CC(=O)N[C@@H](Cc1c[nH]c2ccccc12)C(=O)OCC(=O)NCc1ccc2c(c1)OCO2 | i | i |
| CCOC(=O)c1c(C)[nH]c(C)c1C(=O)CSc1nc2ccccc2c(=O)n1-c1ccc(F)cc1 | i | i |
| COc1cc(NC(=O)CN2CCN(c3ccccc3F)CC2)cc(OC)c1 | i | i |
| COc1cc(C2NC(=O)NC(C)=C2C(=O)Nc2cccc(C)c2C)cc(OC)c1OC (stereo not given) | i | i |
| O=C(CN1C(=O)NC2(CCCC2)C1=O)Nc1ccc(F)c([N+](=O)[O-])c1 | i | i |
| COc1ccc(N2CCN(CC(O)COc3cc(C)cc(C)c3)CC2)cc1 (stereo not given) | i | i |
| CN(Cc1ccccc1)c1nc(N)c([N+](=O)[O-])c(NCc2ccccc2)n1 | i | i |
| CCCOc1ccc(C2NC(=S)NC(c3ccccc3)=C2C(=O)Nc2ccc(C)cc2)cc1OC (stereo not given) | i | i |
| CCSc1cc(N2CCCC2)nc(-c2ccc(C)cc2)n1 | i | i |
| Cc1nn(CC(=O)Nc2nc3ccccc3s2)c(C)c1[N+](=O)[O-] | i | i |

One compound at a time, as listed above:
`CN(Cc1ccccc1)c1nc(N)c([N+](=O)[O-])c(NCc2ccccc2)n1` as listed: CHT allo act: i; CHT inh: i
`COc1cc(C2NC(=O)NC(C)=C2C(=O)Nc2cccc(C)c2C)cc(OC)c1OC` (stereo not given) as listed: CHT allo act: i; CHT inh: i

(list continues)
| molecule | CHT allo act | CHT inh |
| --- | --- | --- |
| Cc1ccc(NC2=NC(c3ccc(F)cc3)n3c(nc(C)cc3=O)N2)cc1 (stereo not given) | i | i |
| COc1ccc(Nc2ccc(C(N)=O)cc2[N+](=O)[O-])cc1 | i | i |
| O=c1[nH]cc(N2CCCCCC2)c(=O)[nH]1 | i | i |
| Cc1cc2oc(C(=O)Nc3c(C)n(C)n(-c4ccccc4)c3=O)c(C)c2cc1Cl | i | i |
| COc1ccccc1Nc1ncnc2nc[nH]c12 | i | i |
| CCN(CC(=O)Nc1ccc(NC(C)=O)cc1)C(=O)Cc1c(Cl)cccc1Cl | i | i |
| O=C1c2ccccc2-c2nccnc21 | i | i |
| COc1ccc(Br)cc1S(=O)(=O)N1CCN=C1c1ccccc1 | i | i |
| COc1ccc(C=Nc2cccc3c(=O)[nH][nH]c(=O)c23)c2ccccc12 | i | i |
| O=C(NCc1ccncc1)C(=O)NCC(c1ccco1)N1CCN(c2ccc(F)cc2)CC1 (stereo not given) | i | i |
| O=c1[nH]c(NCCO)c(N=Cc2ccccc2)c(=O)[nH]1 | i | i |
| O=C(NCc1csc(-c2ccccc2)n1)c1cc(F)cc2c1OCOC2 | i | i |
| COc1ccc(CCNS(=O)(=O)c2ccc(-n3cnnn3)cc2)cc1OC | i | i |
| Cc1cc(C)cc(N2CC(O)=C(c3nc4ccccc4c(=O)[nH]3)C2=N)c1 | i | i |
| CC(=O)N1N=C(c2ccccc2)CC1c1ccc(F)cc1 (stereo not given) | i | i |

Other results follow:
| molecule | CHT allo act | CHT inh |
| --- | --- | --- |
| COc1ccc(C(=O)Nn2cnnc2)cc1 | i | i |
| CN(CCn1ccnc1)C(=O)CC1C(=O)NCCN1Cc1ccccc1C(F)(F)F (stereo not given) | i | i |
| Cc1cc(C)cc(N2C(=O)CC(Sc3ccccc3C(=O)O)C2=O)c1 (stereo not given) | i | i |
| CCCC(=O)N=C1SC2CS(=O)(=O)CC2N1c1ccc(C(C)=O)cc1 (stereo not given) | i | i |
| Cc1cc(C(=O)NCCC(c2ccccc2)c2ccccc2)c(C)o1 | i | i |
| CC1CCc2c(sc(/N=C/c3ccco3)c2C(N)=O)C1 (stereo not given) | i | i |
| Cc1ccccc1NC(=S)NCCc1ccc(S(N)(=O)=O)cc1 | i | i |
| COc1ccc(C(=O)Nc2ccc3c(c2)n(C)c(=O)n3C)cc1OC | i | i |
| Fc1ccc(NC(=S)NC2CCN(Cc3ccccc3)CC2)cc1 | i | i |
| Cc1nc(N)sc1-c1csc(NCc2ccccc2)n1 | i | i |
| Cc1c(C(=O)NCCN2CCOCC2)sc2nc(-c3ccc(F)cc3)cn12 | i | i |
| O=C(Nc1ccc2oc(-c3ccccc3Cl)nc2c1)c1cncc(Br)c1 | i | i |
| Cc1cc(F)ccc1NC(=O)c1cc(S(=O)(=O)N2CCOCC2)cn1C | i | i |
| COc1cccc(CCNC(=O)c2cc(COc3c(F)cccc3F)on2)c1 | i | i |
| CC12CCC(=O)N1C(C(=O)OCC(=O)Nc1cc(S(=O)(=O)N3CCCCC3)ccc1Cl)CS2 (stereo not given) | i | i |

(cont.)
| molecule | CHT allo act | CHT inh |
| --- | --- | --- |
| CC(O)(CS(=O)(=O)Cc1ccccc1)c1ccccc1 (stereo not given) | i | i |
| CC12CC3CC(C)(C1)CC(CN)(C3)C2 | i | i |
| O=C(CCc1nnc2n(CCc3ccccc3)c(=O)c3ccccc3n12)NCCCN1CCCCC1 | i | i |
| CC(Oc1ccc(Cl)cc1Cl)C(=O)N(Cc1ccco1)C1CCS(=O)(=O)C1 (stereo not given) | i | i |
| CCc1ccc(NC(=O)C(=O)c2cn(CC(=O)N3CCCCC3)c3ccccc23)cc1 | i | i |
| C#CCOCCOCCOCCNc1nc(N2CCN(C(=O)Cn3cc(CCCCN)nn3)CC2)nc(N2CCN(C(=O)Cn3cc(CC(C)O)nn3)CC2)n1 (stereo not given) | i | i |
| O=C(Nc1ccc([N+](=O)[O-])cc1)C1CC1(c1ccccc1)c1ccccc1 (stereo not given) | i | i |
| COC(=O)N/N=C\c1c(C)[nH]n(-c2ccccc2)c1=O | i | i |
| O=C(O)CCSc1nnc(COc2cccc3ccccc23)n1-c1cccc(Cl)c1 | i | i |
| CCOc1ccc(/C=C/c2nc(C#N)c(NCCCN(C)C)o2)cc1 | i | i |
| CCC(C)NC(=O)c1ccc(C(=O)c2ccccc2)cc1 (stereo not given) | i | i |
| Cc1cccnc1NC(=S)Nc1ccc(Cl)c(Cl)c1 | i | i |
| O=C(COc1ccccc1C(=O)O)NC1CCCc2ccccc21 (stereo not given) | i | i |
| COc1ccccc1C(=O)NCC(=O)OCC(=O)c1cccc2ccccc12 | i | i |
| O=C(Nc1ccc2ccccc2c1)C(c1ccccc1)C1CCCC1 (stereo not given) | i | i |

Next section:
| molecule | CHT allo act | CHT inh |
| --- | --- | --- |
| O=C(COC(=O)c1ccc([N+](=O)[O-])s1)Nc1ncc(C(F)(F)F)cc1Cl | i | i |
| N/C(=N\OC(=O)c1ccc2ccccc2c1)c1ccncc1 | i | i |
| Cc1cc(/C=C2\SC(=S)NC2=O)c(C)n1-c1ccccc1 | i | i |
| O=c1cc(-c2ccc(O)cc2)oc2ccccc12 | i | i |
| O=C(O)c1ccc(/C=N/N2CCN(Cc3cccc4ccccc34)CC2)cc1 | i | i |
| COc1cc(S(=O)(=O)N2CCOCC2)ccc1NC(=O)COC(=O)C12CC3CC(CC(C3)C1)C2 | i | i |
| O=C(NCCc1ccccc1)C1CCN(S(=O)(=O)c2cccc3nsnc23)CC1 | i | i |
| CCOC(=O)CNC(=O)CSc1nnc(NC(=O)c2ccc(S(=O)(=O)N3CCOCC3)cc2)s1 | i | i |
| COc1ccc(OC)c(CCNC(=O)C2CCN(c3ncnc4c3nc3n4CCCCC3)CC2)c1 | i | i |
| Cc1ccc2[nH]c(C(=O)N3CCCC(Nc4ccc(F)cc4)C3)cc2c1 (stereo not given) | i | i |
| O=C(COC(=O)CCc1ccccc1)Nc1cc(S(=O)(=O)N2CCOCC2)ccc1N1CCCC1 | i | i |
| COc1ccc(-c2nc(CN3CCN(C(=O)c4ccco4)CC3)c(C)o2)c(F)c1 | i | i |
| CCc1ccc(/C=N/NC(=O)c2c[nH]c3ccccc23)s1 | i | i |
| Cc1ccc(C(C)NC(=O)c2ccncc2)c(C)c1 (stereo not given) | i | i |
| Cn1c(=O)c2c(nc(CN3CCc4ccccc4C3)n2Cc2ccccc2F)n(C)c1=O | i | i |

Following part
| molecule | CHT allo act | CHT inh |
| --- | --- | --- |
| CCCCNc1c2c(nc3c(-c4ccccc4)c(C)nn13)CCC2 | i | i |
| O=C(O)c1ccc(-c2ncc[nH]2)cc1 | i | i |
| Cc1n[nH]c(C)c1S(=O)(=O)N1CCCC(C(=O)N2CCc3ccccc32)C1 (stereo not given) | i | i |
| CC(C)Cc1nnc(NC(=O)Cc2ccc([N+](=O)[O-])cc2)s1 | i | i |
| CN(CC(=O)NCC(c1ccco1)N1CCCCC1)S(=O)(=O)c1ccc(Cl)cc1 (stereo not given) | i | i |
| O=S(=O)(Nn1cnnc1)c1ccccc1Cl | i | i |
| CCOC(=O)N1CCN(Cc2cn[nH]c2-c2cc3ccccc3o2)CC1 | i | i |
| CCOc1ccc(C(=O)NNC(=O)CCNC(=O)c2ccco2)cc1OC | i | i |
| COc1ccc2c(c1)CCc1c(C(=O)NCCN3CCOCC3)noc1-2 | i | i |
| Cc1c(/C=N/NC(=O)c2ccc(Br)o2)cnn1C | i | i |
| COc1ccc(C2C3=C(CC(C)(C)CC3=O)Oc3ncn(CCCn4ccnc4)c(=N)c32)cc1 (stereo not given) | i | i |
| CC(C)(C)NC(=O)/C(=C/c1cccnc1)NC(=O)c1ccco1 | i | i |
| CC(C)(C)c1ccccc1NC(=S)NC1CCCCC1 | i | i |
| CN(CC(=O)Nc1ccc(Cl)cc1)C(=O)Cc1c(F)cccc1Cl | i | i |
| CCCn1c(SCC(=O)NCc2ccccc2)nnc1-c1ccncc1 | i | i |

(further entries)
| molecule | CHT allo act | CHT inh |
| --- | --- | --- |
| Cc1ccc(S(=O)(=O)Cc2ccc(C(=O)N3CCN(c4cccc(C)c4C)CC3)o2)cc1 | i | i |
| Cc1nnc(SCC(=O)N(C)c2ccccc2)n1Cc1ccccc1 | i | i |
| COc1cc(/C=N/Nc2nc3ccccc3[nH]2)ccc1O | i | i |
| O=C(NCc1cccnc1)C1CCN(S(=O)(=O)c2cc(Cl)ccc2Cl)CC1 | i | i |
| O=C(COc1ccc2ccccc2c1)Nc1ccc(Cc2ccncc2)cc1 | i | i |
| Cc1[nH]c2ccccc2c1Cc1n[nH]c(=S)n1C | i | i |
| COc1ccc(CCNC2CC(=O)N(CCc3ccccc3)C2=O)cc1OC (stereo not given) | i | i |
| O=C(Cc1cccs1)NCCN1CCOCC1 | i | i |
| CC(C1CC1)N(Cc1ccccc1)C(=S)Nc1cccc(C(F)(F)F)c1 (stereo not given) | i | i |
| CC1=NOC(=O)/C1=C/c1ccc(O)c(Br)c1 | i | -9.6* |
| Cc1scc(C(=O)NNC(=O)CCC(=O)O)c1C | i | i |
| CC(C)NC(=O)N1c2ccccc2Sc2ccccc21 | i | i |
| OCC1(Cc2ccccc2C(F)(F)F)CCN(Cc2ccncc2)CC1 | i | i |
| COc1cc(CN2CCNC(=O)C2CC(=O)NC2CCCC2)cc(OC)c1 (stereo not given) | i | i |
| C/C(CC(=O)Nc1ccc(N(C)C)cc1)=N\NC(=O)C(=O)NCc1ccccc1 | i | i |

Carrying on:
| molecule | CHT allo act | CHT inh |
| --- | --- | --- |
| O=C(CCSc1ccc(Cl)cc1)NC1CCCCC1 | i | i |
| c1ccc2nc(-c3nccs3)ccc2c1 | i | i |
| Cc1cccc(Cn2c(N3CCN(C)CC3)nc3c2c(=O)[nH]c(=O)n3C)c1 | i | i |
| CN1C(=O)SC(Nc2ccccc2C(=O)O)C1=O (stereo not given) | i | i |
| Cc1ccc2oc(=O)n(CCCOc3ccccc3)c2c1 | i | i |
| COc1cc(C(=O)Nc2nnc(SCC(=O)NCC3CCCO3)s2)cc(OC)c1OC (stereo not given) | i | i |
| c1ccc(CSc2ncnc3c2cnn3Cc2ccccc2)cc1 | i | i |
| CCOC(=O)N1CCN(S(=O)(=O)N2CCCC(C(=O)NCCc3ccc(OCC)c(OCC)c3)C2)CC1 (stereo not given) | i | i |
| CC(=O)N1CCN(Cc2nc3scc(-c4ccccc4)c3c(=O)[nH]2)CC1 | i | i |
| CCOC(=O)C1CCN(C(=O)C(=O)c2cn(CC(=O)N3CCCCCC3)c3ccccc23)CC1 | i | i |
| O=C1CCCC/C1=C\Nc1ccc(S(=O)(=O)Nc2cnc3ccccc3n2)cc1 | i | i |
| COCCN(C(=O)COC(=O)CCC1CCCC1)c1c(N)n(Cc2ccccc2)c(=O)[nH]c1=O | i | i |
| Cc1ccc2cccc(OC(=O)/C=C\c3ccccc3)c2n1 | i | i |
| Cc1ccc(S(N)(=O)=O)cc1NC(=O)C(c1ccccc1)c1ccccc1 | i | i |
| CN1C(=O)c2ccccc2OC1(C)Cc1ccccc1 (stereo not given) | i | i |

Continued:
| molecule | CHT allo act | CHT inh |
| --- | --- | --- |
| COCC(C)NC(=O)c1ccc(N(C)C)cc1 (stereo not given) | i | i |
| CC(C)(C)c1cc(CCC(=O)Nc2ccncc2)cc(C(C)(C)C)c1O | i | i |
| CN(C)S(=O)(=O)Oc1ccsc1C(=O)Nc1ccc(Cl)c(Cl)c1 | i | i |
| Cc1ccc(C)c(S(=O)(=O)NC(C)C(=O)NCc2ccccn2)c1 (stereo not given) | i | i |

Random draw from the library; 1.5% or so of the library scored in one or more.
